Bioassay records deposited in PubChem by NCI.
Growth percent in the NCI-60 one-dose screen (48 h, 10 µM unless noted): 100 = growth as untreated, 0 = no growth, -100 = all killed.
SF-268 = SF-268 CNS cancer cells; hit rate 3.1% among 82,000; AID 1794759
U251 = U251 CNS tumor cells; hit rate 5.4% among 80,000
SN12C = SN12C renal cancer cells | hit rate 3.8% among 81,000
786-0 = 786-0 renal cancer cells | hit rate 5.1% among 81,000 | AID 1794775
CAKI-1 = CAKI-1 renal cancer; hit rate 4.7% among 75,000; AID 1794772
TK-10 = TK-10 renal cancer cells. hit rate 3.9% among 81,000. AID 1794769
SF-295 = SF-295 CNS cancer cells. AID 1794758. hit rate 5.6% among 79,000
UO-31 = UO-31 renal cancer; hit rate 5.2% among 81,000; AID 1794768
Numbers without * were called inactive; / = no result given. How the source made its calls: active means growth percent below 10; inactive means the rest.

Start of the listing, in advance (16 entries):
SMILES	SF-268	U251	SN12C	786-0	CAKI-1	TK-10	SF-295	UO-31
CCC(O)C(CC(C)N(C)C)c1ccccc1 (stereo not given)	94	106	103	97	95	99	98	91
Cc1cc(C)c2nc(NC(=O)C(Cl)(Cl)Cl)sc2c1	100	99	103	98	90	/	99	88
CC1(C)OC2C(CO[Si](C)(C)C(C)(C)C)OC(n3c(I)c(C#C[Si](C)(C)C)c(=O)[nH]c3=O)C2O1 (stereo not given)	108	88	86	94	-8.7*	109	140	87
CCCN(CCC)CC(O)c1cc2cc(C(F)(F)F)cc(C(F)(F)F)c2c2cc(Cl)c(Cl)cc12 (stereo not given)	94	89	90	87	74	107	/	41
CCOC(=O)c1[nH]c(Cc2[nH]c(C(=O)OCC)c(C)c2C(=O)OCC)c(C(=O)OCC)c1C	92	97	103	94	99	102	94	90
CC1(C)C(=O)/C(=C\c2ccncc2)C[C@]2(C)[C@H]3CC=C4[C@@H]5C[C@@](C)(C(=O)O)CC[C@]5(C)CC[C@@]4(C)[C@]3(C)CC[C@@H]12	96	92	97	101	85	104	87	77
CCOC(=O)c1ccc(NC(=O)OCc2ccccc2)cc1	116	105	106	96	69	104	91	88
O=C(O)Cc1c(Cl)ccc(Cl)c1Cl	100	88	94	95	/	97	95	89
N#Cc1c(NCc2cccc(Br)c2)sc2c1CCCC2	93	100	104	96	84	120	104	80
Brc1cncc(Br)c1	110	108	106	102	103	90	117	82
O=c1[nH][nH]c(-c2ccc(F)cc2)c1-c1nc2ccccc2s1	98	99	82	107	87	154	103	87
O=S(=O)(Nc1ncccn1)c1ccc(Nc2nc(N3CCOCC3)c3ccccc3n2)cc1	99	93	98	93	91	90	93	91
COc1ccc(-c2c(-c3cc4c(c(OC)c3OC)OCO4)noc2N)cc1	46	32	44	38	38	66	2.7*	57
CCCCCCCCCCCCCCCC(=O)Cl	104	99	100	110	102	108	104	92
CCCCCCCCC#CCCCCCCCCCCCC(=O)O	102	98	/	104	100	102	100	92
O=C1NC(=Nc2ccc(Cl)cc2)S/C1=C\c1cn(-c2ccccc2)nc1-c1ccccc1	84	18	79	85	95	61	94	87

The whole of this part, from the first entry:
SMILES	SF-268	U251	SN12C	786-0	CAKI-1	TK-10	SF-295	UO-31
CCC(O)C(CC(C)N(C)C)c1ccccc1 (stereo not given)	94	106	103	97	95	99	98	91
Cc1cc(C)c2nc(NC(=O)C(Cl)(Cl)Cl)sc2c1	100	99	103	98	90	/	99	88
CC1(C)OC2C(CO[Si](C)(C)C(C)(C)C)OC(n3c(I)c(C#C[Si](C)(C)C)c(=O)[nH]c3=O)C2O1 (stereo not given)	108	88	86	94	-8.7*	109	140	87
CCCN(CCC)CC(O)c1cc2cc(C(F)(F)F)cc(C(F)(F)F)c2c2cc(Cl)c(Cl)cc12 (stereo not given)	94	89	90	87	74	107	/	41
CCOC(=O)c1[nH]c(Cc2[nH]c(C(=O)OCC)c(C)c2C(=O)OCC)c(C(=O)OCC)c1C	92	97	103	94	99	102	94	90
CC1(C)C(=O)/C(=C\c2ccncc2)C[C@]2(C)[C@H]3CC=C4[C@@H]5C[C@@](C)(C(=O)O)CC[C@]5(C)CC[C@@]4(C)[C@]3(C)CC[C@@H]12	96	92	97	101	85	104	87	77
CCOC(=O)c1ccc(NC(=O)OCc2ccccc2)cc1	116	105	106	96	69	104	91	88
O=C(O)Cc1c(Cl)ccc(Cl)c1Cl	100	88	94	95	/	97	95	89
N#Cc1c(NCc2cccc(Br)c2)sc2c1CCCC2	93	100	104	96	84	120	104	80
Brc1cncc(Br)c1	110	108	106	102	103	90	117	82
O=c1[nH][nH]c(-c2ccc(F)cc2)c1-c1nc2ccccc2s1	98	99	82	107	87	154	103	87
O=S(=O)(Nc1ncccn1)c1ccc(Nc2nc(N3CCOCC3)c3ccccc3n2)cc1	99	93	98	93	91	90	93	91
COc1ccc(-c2c(-c3cc4c(c(OC)c3OC)OCO4)noc2N)cc1	46	32	44	38	38	66	2.7*	57
CCCCCCCCCCCCCCCC(=O)Cl	104	99	100	110	102	108	104	92
CCCCCCCCC#CCCCCCCCCCCCC(=O)O	102	98	/	104	100	102	100	92
O=C1NC(=Nc2ccc(Cl)cc2)S/C1=C\c1cn(-c2ccccc2)nc1-c1ccccc1	84	18	79	85	95	61	94	87
CCN1CCN(c2cc(C)nc(N(CCCNc3ccnc4cc(Cl)ccc34)Cc3ccc4c(c3)OCO4)n2)CC1	-0.7*	-45*	35	-80*	/	-58*	-70*	-82*
COc1cccc(/C(=C/c2ccc([N+](=O)[O-])cc2)C(=O)O)c1	98	97	99	104	97	103	109	83
CCOC(=O)Nc1ccc2nc(N3CCCCCC3)sc2c1	49	23	44	40	27	51	24	39
COc1ccccc1-c1cn2c(ccc3ccccc32)n1	95	107	97	98	71	124	98	64
CCCCCCCCCCCCCCCCCCOc1cccc(CC(=O)OCC[N+]2(C)CCCCC2)c1	94	73	89	87	80	92	95	94
S=c1nc2c(c(-c3ccccc3)c(-c3ccccc3)n2C2CCCCC2)c2n1CCN2	94	100	99	104	74	142	99	64
Cc1[nH]n(C(=O)c2ccncc2)c(=O)c1N=Nc1ccc(S(=O)(=O)Nc2ccncn2)cc1	96	105	97	/	/	101	134	85
Nc1nnc(-c2c[nH]c3ccc(F)cc23)c(-c2c[nH]c3ncc(Br)cc23)n1	58	58	62	54	46	71	64	55
Cc1ccn2c1C(=O)N(c1ccccc1)C2=S	102	103	105	97	94	112	99	85
CC(=O)CC(c1cccs1)c1c(-c2ccccc2)n(C)c2ccccc12 (stereo not given)	94	96	97	97	75	106	93	81
COc1c(N2CC3CCCNC3C2)c(F)cc2c(=O)c(C(=O)N/N=C/c3ccc(Br)cc3)cn(C3CC3)c12 (stereo not given)	82	87	79	85	/	121	101	60
COc1cc(OC)cc(C(=O)Nc2cc(-c3cccnc3)nc(NCCCN3CCOCC3)n2)c1	94	91	86	84	101	96	101	54
CCOc1ccc2nc(NC(=O)CSC(=S)N3CCN(Cc4ccccc4)CC3)sc2c1	105	107	99	107	90	111	103	95
Cc1nn(-c2ccccc2)c2nc3[nH]c(=O)[nH]c(=O)c3nc12	101	101	103	97	95	97	100	82
CCOC(=O)c1c(NCC(=O)Nc2cccc([N+](=O)[O-])c2)sc2c1CCCC2	-42*	-26*	-29*	-32*	-20*	-33*	-90*	-18*
Clc1ncnc2nc[nH]c12	96	103	93	101	108	107	107	77
O=C(Nc1cccc(Cl)c1)c1ccc(Cl)c(Cl)c1	91	82	91	97	88	125	90	83
CCC(=O)NC1=C(Cl)C(=O)C(NC(=O)CC)=C(Cl)C1=O	118	93	101	105	103	51	137	2.0*
C=CCc1c(N(C)c2ccc(OC)cc2)ncnc1-n1cnc2ccccc21	94	92	84	95	82	96	93	76
Cc1c(Cc2ccccc2)c(=O)oc2c(C)c(OCc3nnc(-c4ccccc4)o3)ccc12	101	100	98	102	/	110	104	90
CCn1c(O)c(N=Nc2ccc(S(N)(=O)=O)cc2)c2cc(Cl)ccc21	99	93	96	92	91	95	100	81
Nc1cc2cc(Br)ccc2c(=O)n1NC(=O)c1ccccc1	83	92	101	93	88	120	93	74
Cc1nc2ccccc2n1C(=O)C[C@@H]1NC(=O)NC1=O	97	/	97	104	94	99	103	80
COc1cc2c(N(c3ccccc3)c3ccccc3)ncnc2c(OC)c1OC	107	103	91	122	92	/	100	69
N#CC(CCc1ccc([N+](=O)[O-])cc1)(CCc1ccc([N+](=O)[O-])cc1)C(N)=O	80	95	95	102	71	108	85	49
Nc1cc(=O)[nH]c(=S)n1-c1ccccc1	102	113	104	98	90	100	89	83
Cc1ccc(NC(=O)Cn2nncc2CN2C(=O)CSC2=O)cc1	98	102	102	104	90	107	102	85
CSc1nc(-c2ccccc2)cc(=O)[nH]1	88	96	107	105	92	134	104	80
Cc1cc(=O)c(C(=O)O)c(C)n1-c1ccccc1	99	101	108	101	90	105	105	85
O=C(O)[C@@H]1CCC(c2ccccc2)=N1	111	112	105	105	94	121	110	88
CC1(C)OC(=O)C2=C(Nc3c(-c4nc5ccccc5s4)c(Nc4ccccc4)nn3C2c2ccc(Cl)cc2Cl)O1 (stereo not given)	101	92	80	103	94	140	86	88
CCOC(=O)c1cc(-c2ccc(OC)cc2)n(-c2ccc(C(=O)O)c(O)c2)c1C	75	91	94	85	126	114	235	96
O=C(Nc1ccc(C(F)(F)F)cc1)Nc1nccnc1OCc1ccc(F)cc1	103	97	111	95	96	133	102	80
CCCCCCCC(=O)N(CC)CC	101	97	100	100	99	106	/	88

(further entries)
SMILES	SF-268	U251	SN12C	786-0	CAKI-1	TK-10	SF-295	UO-31
C=CCC(C(=O)OCC)(C(=O)OCC)/C(C)=C/C	105	107	112	105	101	102	115	89
CC(CCC(=O)O)C1CCCC1 (stereo not given)	97	93	100	97	97	96	102	98
Oc1[nH]c2ccc(Cl)cc2c1N=Nc1nc(N=Nc2c(O)[nH]c3ccc(Cl)cc23)nc(N2CCCCC2)n1	55	20	42	66	88	121	24	87
O=c1nc2c(-c3nc4ccccc4s3)n[nH]n2c2sc3c(c12)CCCC3	98	86	97	102	/	147	90	75
Cc1nc2ccccc2c(/C=C/c2ccccc2)c1C(=O)/C=C/c1ccccc1	40	-25*	23	31	35	31	46	36
O=C(Nc1cc(F)ccc1F)c1cc2c(=O)n3ccccc3nc2s1	113	97	102	105	127	128	102	103
CC1(C)CCC(S(=O)(=O)c2ccc3c(c2)/C(=N\O)c2cc(S(=O)(=O)N4CCC(O)(c5cccc(C(F)(F)F)c5)CC4)ccc2-3)CC1	-71*	-99*	3.7*	-87*	-38*	-36*	-65*	46
COC(=N)CCOC(=O)c1ccccc1	113	94	96	96	100	/	100	89
O=C1/C(=C/c2ccc([N+](=O)[O-])cc2)COc2ccc(O)c(O)c21	-25*	-35*	-47*	-61*	-53*	-9.0*	84	-99*
O=C(CSC(=S)N1CCCCC1)Nc1ccccc1	93	98	106	97	/	86	103	86
CCOC(=O)c1c(NC(=O)c2cccc(C(F)(F)F)c2)sc2c3c(ccc12)OCN(C)C3	-57*	-79*	-66*	-72*	45	126	45	32
Fc1ccc(Cn2cc(CSc3nc4ccccc4o3)nn2)cc1F	94	104	93	92	86	100	91	77
FC(F)(F)c1ccc(/C=C/c2cc(/C=C/c3ccc(Cl)cc3Cl)nc3ccccc23)cc1	115	110	93	100	76	138	102	63
CN1CCN(c2ccc3nc4c(nc3c2C(F)(F)F)C(=O)c2ncccc2C4=O)CC1	2.0*	0.9*	-95*	37	33	80	-62*	-19*
Nc1cccc(Br)c1	102	100	95	101	99	/	61	82
CCC(N)CCc1ccc(O)cc1 (stereo not given)	99	101	100	100	92	96	92	88
CCC(=O)Oc1c(Cl)c(Cl)c(Cl)c(Cl)c1Cl	94	92	86	97	91	137	111	87
O=C(Nc1ccc(Br)cc1F)c1cc(-c2ccc(F)cc2F)ccc1O	82	77	79	98	88	133	82	75
COc1ccc(-c2cc(-c3cc(C(C)C)c(O)cc3C)nn2-c2ccc(S(N)(=O)=O)cc2)cc1	47	14	16	25	64	58	20	39
CN(C)c1ccc(/C=C(\C#N)c2nc(N)nc(Nc3ccc(S(N)(=O)=O)cc3)n2)cc1	76	77	79	56	74	111	101	86
Cc1ccc(O)c([N+](=O)[O-])c1	110	119	98	103	104	92	112	94
O=c1c([N+](=O)[O-])cn(Cc2ccccc2)c(=O)n1Cc1ccccc1	105	91	97	109	83	95	107	79
CC(=O)N(c1nc2ccccc2s1)N1C(=O)c2ccccc2C1=O	100	/	102	104	88	/	105	75
N#C/C(=C\c1cccc2ccccc12)c1cc2ccccc2[nH]1	91	81	90	92	66	111	81	57
Cc1ccc2nnnn2c1	105	99	103	99	93	102	95	95

Part of the list above, bar-delimited:
canonical_smiles | SF-268 | U251 | SN12C | 786-0 | CAKI-1 | TK-10 | SF-295 | UO-31
O=c1c([N+](=O)[O-])cn(Cc2ccccc2)c(=O)n1Cc1ccccc1 | 105 | 91 | 97 | 109 | 83 | 95 | 107 | 79
N#C/C(=C\c1cccc2ccccc12)c1cc2ccccc2[nH]1 | 91 | 81 | 90 | 92 | 66 | 111 | 81 | 57
